# High-throughput results (PubChem)
# ABCB6 inh 2: ABCB6 transporter inhibitors, primary screen, K562-ABCB6 cells, flow cytometry, MLPCN library. AID 602162, 2011. 360,000 compounds, 0.19% hits. K562-ABCB6 porphyrin accumulation, 1 h; hits give low values. ATP-binding cassette sub-family B member 6 (Homo sapiens), Q9NP58. fluorescence ratio to DMSO, % at 10 µM;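 active = fluorescence ratio to DMSO below 75%, the collection mean minus 3 SD; inconclusive = too few cells collected in the well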;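 note: signal is porphyrin accumulated inside mitochondria; 100% equals median channel fluorescence of DMSO control wells; lower ratio means ABCB6 inhibition with less porphyrin fluorescence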
# m5-HT2A agonist: mouse Htr2a agonists via beta-arrestin recruitment, primary screen, cell-based, luminescence; 5-hydroxytryptamine receptor 2A (Mus musculus), P35363; 360,000 compounds, 0.66% hits; activation, % at 7.6 µM; CHO-K1 mHTR2A beta-arrestin complementation; percent of 30 µM serotonin response;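 active = activation above a run cutoff, the mean activation of all tested compounds plus 3 SD, cut at about 14% in these data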;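 note: 0% = plate median of compound wells and 100% = 30 µM serotonin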
# Target sequence (P35363 whole entry, looked up): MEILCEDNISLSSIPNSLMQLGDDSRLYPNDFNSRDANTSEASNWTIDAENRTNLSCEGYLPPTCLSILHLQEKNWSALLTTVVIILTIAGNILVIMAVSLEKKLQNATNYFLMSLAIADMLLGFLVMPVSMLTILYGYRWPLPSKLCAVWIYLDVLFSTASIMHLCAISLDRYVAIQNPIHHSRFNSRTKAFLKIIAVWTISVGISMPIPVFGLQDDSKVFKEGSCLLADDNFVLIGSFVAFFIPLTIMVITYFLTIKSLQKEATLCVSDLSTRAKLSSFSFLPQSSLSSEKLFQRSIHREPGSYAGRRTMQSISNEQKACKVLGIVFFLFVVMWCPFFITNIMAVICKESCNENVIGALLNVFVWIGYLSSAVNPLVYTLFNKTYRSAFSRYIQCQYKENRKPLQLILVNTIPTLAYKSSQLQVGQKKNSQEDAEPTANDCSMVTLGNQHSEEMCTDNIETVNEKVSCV
# H9c2 protect: cardioprotection against H2O2-induced cell death, primary screen, uHTS, H9c2 cells, ATPLite luminescence. H9c2 cardiomyocytes, H2O2 injury protection, 2 h. protection from H2O2 cell death, % at 20 µM. 360,000 compounds, 0.63% hits;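 active = compounds giving at least 50% protection of heart cells from peroxide-induced death in the single-dose screen, raw or plate-pattern-corrected value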;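 note: 0% = DMSO wells with peroxide and 100% = DMSO wells without peroxide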
# Exocytosis inh: LAMP-1 surface exposure blockers, TALL-104 cells – cell-based, flow cytometry, MLPCN library, primary screen; TALL-104 LAMP-1 surface exposure; cells stimulated with thapsigargin and PMA; 360,000 compounds, 0.66% hits; inhibition, % at 10 µM;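 active = inhibition above about 55%, limit read from the data; inconclusive = no clear call, values can overlap the other calls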
# PDI turbidity: inhibitors of human PDI, primary screen, biochemical, turbidity, single point, plate reader | 350,000 compounds, 0.052% hits | inhibition, % at 10 µM | Protein disulfide-isomerase (Homo sapiens), P07237 | AID 588391, 2011 | PDI insulin aggregation turbidity, A650, 90 min;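 active = mean inhibition across replicates of 30% or more, whatever share of single replicates reach that level; inconclusive = mean inhibition below 30% while every single replicate reaches 30%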;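 note: absorbance from insulin aggregation driven by PDI reduction with DTT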
# Target sequence (P07237 whole entry, looked up): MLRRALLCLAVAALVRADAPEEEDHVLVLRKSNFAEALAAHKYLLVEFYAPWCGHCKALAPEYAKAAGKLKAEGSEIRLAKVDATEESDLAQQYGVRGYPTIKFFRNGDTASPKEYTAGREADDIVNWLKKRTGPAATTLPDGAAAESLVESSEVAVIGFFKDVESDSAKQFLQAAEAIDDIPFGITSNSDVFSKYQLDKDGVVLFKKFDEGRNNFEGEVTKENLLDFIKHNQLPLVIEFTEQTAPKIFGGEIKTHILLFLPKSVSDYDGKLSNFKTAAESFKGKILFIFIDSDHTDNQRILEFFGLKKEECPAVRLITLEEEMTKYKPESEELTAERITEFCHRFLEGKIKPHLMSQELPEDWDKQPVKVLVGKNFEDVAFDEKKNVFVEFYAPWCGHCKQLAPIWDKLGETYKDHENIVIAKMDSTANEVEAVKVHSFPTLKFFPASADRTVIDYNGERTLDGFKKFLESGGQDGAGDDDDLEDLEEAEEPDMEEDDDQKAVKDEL
# iPSC survival up: enhancers of single-cell hiPSC survival, primary screen, ATPlite luminescence; 100% = ROCK inhibitor wells, 0% = DMSO; survival enhancement, % at 20 µM; 360,000 compounds, 0.044% hits; AID 602274, 2012; in the data active = survival enhancement above about 18%;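 note: cells exposed to compounds for 16 hours before the ATP read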
# aDG glyco up: activators of alpha-DG glycosylation, primary screen, uHTS, Pro5-aDG cells, AlphaScreen; 360,000 compounds, 0.22% hits; alpha-DG glycosylation AlphaScreen (IIH6); 0% Pro5, 100% B10-LARGE cell signal; activation, % at 10 µM;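 active = activation of at least 8% versus controls, or a plate z-score of at least 8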;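 note: Pro5 are CHO cells carrying HIG-tagged alpha-DG that lacks glycosylation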
# CaV13 ICDI inh: Primary screen for inhibitors of IQ motif and Ca2+-dependent inactivation inhibitor domain binding in CACNA1D, Förster resonance energy transfer in living cells, … | 340,000 compounds, 0.098% hits | inhibition, % at 12.3 µM | HEK cells, CFP/YFP FRET ICDI-IQ, plate reader, 10 min; percent FRET-ratio fall versus neutral wells;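 active = mean replicate inhibition of at least 30% and at least 1% of replicates passing that level; inconclusive = only one of the two criteria is met; inactive = neither criterion is met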;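 note: 0% = median of the neutral control wells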
# Vif imaging: HIV Vif self-association inhibitors, primary screen, imaging, HEK293T, single point; inhibition, % at 7.49 µM; HEK293T cells, Vif self-association by quenched fluorescence, 24 h; 340,000 compounds, 0.35% hits; in the data active = inhibition above about 50%, passing the limit was not always enough; inconclusive = no clear call, values can overlap the other calls; inactive = below about 31%; note: some results filed as inactive read as strong as hits
# Glyco luc inh: increase of ERlucT glycosylation luciferase signal, primary screen, N-linked glycosylation inhibitor project, D54 ERlucT cells, luminescence, set 2; 360,000 compounds, 0.23% hits; AID 588692, 2011; D54 ERlucT glycosylation luciferase reporter, 24 h; percent of 100 nM tunicamycin response; reporter increase, % at 12.5 µM;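 active = mean luciferase reporter signal, scaled so untreated is 0 and the glycosylation-blocking control 100, at or above a set limit in every replicate; inconclusive = mean reaches the limit but not every replicate does; inactive = mean below the limit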;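 note: luciferase carries N-glycosylation sites so blocking glycosylation raises the light; 0% = median of neutral control wells and 100% = median of 100 nM tunicamycin wells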
# An asterisk follows results filed as active; i = inactive; ? = inconclusive; nt = no result given; & = joins results of further samples.
SMILES,ABCB6 inh 2,m5-HT2A agonist,H9c2 protect,Exocytosis inh,PDI turbidity,iPSC survival up,aDG glyco up,CaV13 ICDI inh,Vif imaging,Glyco luc inh
CN1CC(=O)N=C1N,106.0&96.0,-4.1&4.5,1.1&-1.9,3.4&-1.4,-11.7&-2.3,-1.6&0.2,-0.1&-0.1,-4.5&-4.2,6.2&-1.7,1.0&2.3
CC1Cc2ccccc2N1C(=O)CSc1nc2c(c(=O)n(C)c(=O)n2C)n1Cc1ccccc1 (centres undefined),100.0,-0.4,71.5*,-9.0,1.0,-2.2,-0.1,-14.8,0.8,3.9
CCOC(=O)Cn1nnc2c(sc3nc4c(c(-c5ccccc5)c32)CCC4)c1=O,i,0.8,-0.2,0.4,-39.4,0.8,-0.1,nt,-4.8,-0.1
CCn1cc(S(=O)(=O)c2ccc(OC)cc2)c(=O)c2cc(F)c(N3CCN(C)CC3)cc21,100.0,2.2,4.5,3.6,-6.2,0.0,-0.3,-6.8,0.1,1.1
Nc1ccc(C(=O)NNC(=O)C2COc3ccccc3O2)cc1[N+](=O)[O-] (centres undefined),99.0,13.5,2.4,-5.4,-1.6,-0.4,-0.3,nt,15.0,-0.1
O=c1/c(=C\c2ccc(O)cc2)sc2nc(-c3ccccc3)c(-c3ccccc3)n12,103.0,9.0,-6.5,-2.6,1.8,-0.1,-0.3,-8.6,-3.0,-6.8
C/C=C(\C)CN1CCC(Oc2cccc(C(=O)NCc3ccccn3)c2)CC1,92.0,-1.1,10.4,-1.4,7.1,-0.5,0.1,-5.5,-1.8,-4.6
COc1ccc(/C(C)=N/NC(=O)c2ccncc2)cc1,101.0,-7.0,4.6,7.9,12.7,-0.3,0.0,1.0,-4.5,0.8
COc1ccc(NC(=O)c2ccc3c(c2)NC(=O)CS3)cc1S(=O)(=O)Nc1ccc(Br)cc1,103.0,1.8,2.7,0.7,-4.8,3.0,0.5,8.3,19.5,3.9
CCCNC(=O)C1(C)CCN(C(=O)c2ccc3ccccc3c2)C1 (centres undefined),85.0,-3.4,-1.7,-3.8,7.0,-2.7,0.0,-9.7,9.8,-0.6
COc1ccc(N2CCN(C(=S)NCc3ccc(C)cc3)CC2)cc1,96.0,5.8,-8.2,0.4,1.1,0.7,0.2,-2.7,-5.4,1.2
COc1ccccc1CN(C(=O)CNC(=O)c1ccco1)C(C(=O)NCC1CCCO1)c1ccc(OC)c(OC)c1 (centres undefined),93.0,0.6,0.8,-8.6,-8.6,0.1,-0.2,-3.9,17.8,-0.5
COC(=O)C(Cc1ccccc1)NC(=O)CSc1nc(C)cc(=O)[nH]1 (centres undefined),100.0,3.4,23.4,4.1,-2.7,1.1,-0.1,-7.7,5.6,-1.5
O=C(CCc1ccc(S(=O)(=O)N2CCOCC2)cc1)Nc1ccc2c(c1)OCCO2,100.0,1.4,0.1,-0.5,-2.0,0.2,-0.2,-7.1,-2.5,-0.4
O=C(CSc1ncnc2c1cnn2-c1ccccc1)NCC1CCCO1 (centres undefined),94.0,0.9,-4.1,-2.8,-1.2,0.0,0.2,-2.7,-8.0,-0.8
COc1ccc(N(C)C(=O)CCS(=O)(=O)c2cccc3nsnc23)cc1,96.0,4.7,0.9,-9.1,7.6,1.4,-0.1,-3.0,-6.3,0.8
CC(C)=CC(=O)NCCc1ccccc1,102.0,5.0,1.5,-0.5,-6.0,-2.9,0.1,-5.9,6.8,-8.1
O=C1CCCC(O)=C1N=Nc1cccc(S(=O)(=O)N2CCOCC2)c1,93.0,-2.2,-10.7,1.5,-3.6,-0.2,-0.2,-16.8,0.2,4.2
CC1CCCN(S(=O)(=O)c2ccc(Br)s2)C1 (centres undefined),100.0,-1.3,1.1,15.6,-2.4,-1.6,0.1,-14.8,0.6,-2.7
O=C(COC(=O)c1ccc(O)cc1)NC(=O)NCc1ccccc1,100.0,-4.8,13.6,-1.8,14.4,-3.1,-0.2,-3.4,4.6,0.4
CCCCCCSc1ccc(-c2nc3ccc(C)cn3c2NC2CCCCC2)cc1,111.0,-1.7,-11.4,3.5,-3.1,-0.2,0.3,-10.3,-1.7,-3.6
C=CCc1cccc(/C=N/NC(=O)c2ccccc2Br)c1O,106.0,-6.1,51.1*,-1.2,16.1,-0.3,1.0,4.1,3.1,-6.9
Cc1ccc(-c2cnc(-c3ccncc3)o2)cc1,102.0,0.8,-15.6,-1.6,2.8,2.1,0.4,-7.4,-13.7,4.4
O=S(=O)(Cc1ccccc1)N1CCCCCC1,91.0,1.0,-4.5,-1.3,12.5,-2.6,-0.1,-3.3,-7.0,1.1
CCCC(=O)Nc1sc2c(c1C(=O)Nc1ccccn1)CCCC2,96.0,0.0,3.7,-0.4,3.1,0.1,0.0,0.6,-1.4,-0.2
O=C(COC(=O)Cc1ccc(S(=O)(=O)N2CCCCC2)s1)Nc1ccc2c(c1)OCO2,95.0,-0.6,1.1,1.5,-1.0,-1.8,-0.2,-5.5,-4.0,-1.4
O=C(C1CCC1)N1CCN(S(=O)(=O)c2cc(F)ccc2F)CC1,97.0,-0.6,-1.1,-0.1,-4.4,0.0,-0.3,nt,-1.8,-1.1
CCOC(=O)c1nnc(-c2ccc(C)cc2)nc1Oc1ccccc1Cl,103.0,-0.9,-25.2,67.3*,5.7,-1.0,-0.4,-1.5,-4.7,0.9
CCOC(=O)c1nc[nH]c1C,104.0,-2.4,3.8,-1.7,3.5,0.4,-0.1,-5.1,nt,3.8
Cc1ccc(S(=O)(=O)N2CC(=O)N3CCN(CCN)C3C2)cc1 (centres undefined),95.0,-4.6,4.5,44.8,-0.3,-2.9,-0.1,-5.4,-3.8,0.7
COc1ccc(NC(=O)N2CCCc3ccccc32)cc1,100.0,-3.8,-0.1,4.0,-2.1,-0.9,-0.2,-6.2,-0.1,-1.1
CC(C)N(Cc1ccccc1)C(=O)COC(=O)C1CCN(S(=O)(=O)c2ccc3c(c2)OCCO3)CC1,101.0,-5.8,2.0,0.3,4.1,-0.6,0.3,-4.3,-1.7,1.6
Cc1cc(C(=O)NCc2nc(-c3ccccc3)no2)ccc1[N+](=O)[O-],97.0,2.6,-14.7,0.8,-0.6,-0.1,-0.2,2.5,-0.7,-0.3
C1CC1Cc1noc(CN2CCN(CC3CC3)CC2)n1,82.0,1.3,-1.7,-3.9,-7.7,-0.3,0.2,-2.9,-12.2,-0.9
COc1ccc(CCn2c(=N)c(C(=O)N3CCN(C)CC3)cc3c(=O)n4ccccc4nc32)cc1,123.0,0.6,20.0,-1.3,16.9,3.8,0.2,-6.0,-4.7,0.3
CCOc1ccccc1C=NN=Cc1ccccc1O,99.0,1.8,-8.2,7.3,7.6,3.6,0.0,-11.4,-3.6,3.2
N#Cc1ccccc1OCC(=O)NCC(c1cccs1)N1CCOCC1 (centres undefined),94.0,4.4,4.0,-2.2,0.4,-0.4,0.1,-10.5,nt,1.7
Cc1cc(C(=O)N/N=C/c2ccccn2)n[nH]1,102.0,2.1,1.5,-1.1,-1.8,1.5,-0.1,-18.2,-2.0,-0.2
Cc1ccsc1/C=C(\C#N)C(=O)NCc1cccnc1,108.0,6.7,-1.1,-1.8,-1.0,0.8,-0.1,-5.9,-11.4,1.5
CC(C)CCNC(=O)Nc1ccc2c(c1)N(C)C(=O)CS2,102.0,-0.6,22.6,-2.2,-4.2,-0.4,-0.2,-4.4,-0.8,8.0
COc1ccc(C2=NCCn3nc4cc([N+](=O)[O-])ccc4c32)cc1,105.0,7.0,3.7,2.7,-1.3,-0.6,0.3,-4.3,0.0,1.3
CCc1ccc(OCc2cnc(Cl)s2)cc1,95.0,2.2,-13.2,-0.4,-3.5,0.3,0.1,-2.4,3.5,1.0
COc1cccc(C(C)NC(=O)C2CCCC2)c1 (centres undefined),92.0,3.9,-3.1,-18.5,11.3,-0.4,0.7,-4.2,-1.3,-0.5
C=CCCN(C1CCCC1)S(=O)(=O)c1ccccc1Br,98.0,4.6,-4.9,13.4,-2.8,6.5,-0.1,-4.4,-7.1,0.0
O=C(Nc1ccc(SC(F)F)cc1)c1ccc2c(=O)n3c(nc2c1)CCC3,93.0,-2.8,-10.3,-0.3,-3.8,-0.4,0.3,-2.7,3.2,-1.1
CN(C)c1cccc2c(S(=O)(=O)Nc3ccccn3)cccc12,93.0,0.1,-2.5,-3.7,6.5,0.0,0.0,-3.6,-6.6,1.0
Cc1ccc(C2Oc3ccccc3C3=C2C(c2cccs2)n2ncnc2N3)cc1 (centres undefined),100.0,1.4,-2.6,2.4,5.8,0.0,-0.3,-4.4,1.1,-1.6
CCc1nnc(NC(=O)CSc2nccn2-c2ccccc2)s1,106.0,-3.2,6.2,0.4,-4.0,1.6,0.0,-7.8,-5.9,1.1
CC(=O)Nc1cc2c(cc1NC(=O)c1cnccn1)OCCO2,91.0,-2.9,-1.2,-2.3,2.0,0.9,0.2,-5.0,6.1,2.5
CCC12CC3CC(C1)CC(C(=O)NNC(N)=O)(C3)C2,96.0,0.7,-1.8,1.1,5.9,-0.5,0.0,-3.8,0.7,0.7
CCN(CC)CCCNC(=O)c1cc(Nc2ccc(OC)cc2OC)nc2ccccc12,102.0,-1.1,16.6,4.9,-7.4,-0.4,-0.1,-15.0,1.2,-3.3
COc1ccc(C=CC(=O)c2ccc3cc(OC)c(OC)cc3c2)cc1OC,95.0,16.9*,52.7*,6.2,-23.4,-1.7,-0.1,-5.4,nt,?
COCCN(Cc1nc2ccccc2c(=O)[nH]1)C(=O)COc1cccc(C(C)=O)c1,90.0,-0.2,30.4,1.3,-1.5,0.3,0.2,-2.4,-3.7,-3.1
Clc1ccc(-n2nnc(-c3cccnc3Cl)n2)cn1,99.0,8.4,-4.6,2.2,15.3,-2.3,-0.1,-10.4,-2.2,-0.3
C[C@H]1COc2cc(N(C)CCO)ccc2S(=O)(=O)N1,100.0,1.8,nt,-1.1,nt,0.3,-0.1,-3.9,nt,nt

# Three entries already listed, ordered by their value in Vif imaging, largest number first.
Structure,Vif imaging
O=C(CCc1ccc(S(=O)(=O)N2CCOCC2)cc1)Nc1ccc2c(c1)OCCO2,-2.5
CCOc1ccccc1C=NN=Cc1ccccc1O,-3.6
COc1ccc(N(C)C(=O)CCS(=O)(=O)c2cccc3nsnc23)cc1,-6.3
